Compound activity: PubChem BioAssay, National Center for Advancing Translational Sciences (NCATS)
RGS12 GoLoco inh: qHTS Assay for Inhibitors of RGS12 GoLoco Motif Activity (Red Fluorophore). AID 880, 2007. Potency, µM (top dose mostly 61.6 µM), inactives show top-dose activity, negative = inhibition, usual class: inhibitors. 230,000 tested, 0.44% active. Gai1:RGS12 GoLoco peptide FP, rhodamine, 10 min. Guanine nucleotide-binding protein G(i) subunit alpha-1 (Homo sapiens), P63096; active = well fitted inhibition curve with a large enough effect, not every such curve was filed as active; inactive = no such curve, though single readings can be large or run the other way; also: % is scaled to controls: 0 for no effect and ±100 for the full control effect; nearly all actives have a fitted effect of over 30% in size; many of its hits are not listed in these tables
TR SRC2 fluor cs: Total Fluorescence Counterscreen for Inhibitors of the Interaction of Thyroid Hormone Receptor and Steroid Receptor Coregulator 2; TRb/SRC2 Texas Red total fluorescence interference; Potency, µM (titrated, usually from 106 µM), without a hit: top-dose fluorescence change, negative = quenching; 280,000 tested, 0.29% active; AID 1479, 2009; active = well fitted curve in either direction with a large enough effect; inconclusive = small, poorly fitted or top-dose-only effect; also: % is scaled to controls: 0 for no effect and ±100 for the full control effect
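Flags fluorescent or light-absorbing compounds by total fluorescence, S + 2P, at 555 nm excitation and 632 nm emission. Mixture: 20 nM Texas Red SRC2 peptide, 0.6 uM human TRb LBD, 1 uM T3, 5% DMSO; compound exposure 5 h at ambient temperature.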
JMJD2E inh: qHTS Assay for Inhibitors of Human Jumonji Domain Containing 2E (JMJD2E); AID 2147, 2009; Potency, µM (titrated, usually from 57.1 µM), inactives show at the top dose activity change, negative = inhibition, actives largely listed as inhibitors; 230,000 tested, 1.6% active; JMJD2E catalytic domain, FDH-coupled NADH fluorescence (FDH is formaldehyde dehydrogenase); Lysine-specific demethylase 4E (Homo sapiens), B2RXH2; active = well fitted inhibition curve with a large enough effect, not every such curve was filed as active; inconclusive = small, poorly fitted or top-dose-only effect, or another doubt; inactive = no such curve, though single readings can be large or run the other way;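 also: 0% = wells with enzyme and -100% = buffer wells without enzyme; nearly all actives have a fitted effect of over 50% in size; many of its hits are not listed in these tables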
RECQ1 inh: qHTS Assay for Inhibitors of RecQ-Like Dna Helicase 1 (RECQ1) | 240,000 tested, 0.54% active | AID 2549, 2010 | ATP-dependent DNA helicase Q1 (Homo sapiens), P46063 | Potency, µM (top dose mostly 57.3 µM), for the others: top-dose activity, negative = inhibition, most hits filed as inhibitors | RECQ1 DNA unwinding, red fluorescence kinetic read;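 also: plate controls were vehicle for no effect and no enzyme for full effect; nearly all actives have a fitted effect of over 30% in size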
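50 nM RECQ1T1 preincubated 15 min with compound in Tris pH 8.0 buffer with MgCl2, DTT, Tween-20 and 2.5 ug/ml poly(dI-dC); started with 200 nM TAMRA/BHQ-2 forked duplex and 2 mM ATP. Unwinding read as fluorescence (525/598 nm), two reads 2 h apart.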
ALDH1A1 block: qHTS Assay for Inhibitors of Aldehyde Dehydrogenase 1 (ALDH1A1). Purified ALDH1A1, NADH fluorescence, propionaldehyde substrate. AID 1030, 2008. Aldehyde dehydrogenase 1A1 (Homo sapiens), P00352. 220,000 tested, 7.3% active. Potency, µM (series often up to 75.3 µM), without a hit: top-dose activity, negative = inhibition, usual class: inhibitors; active = well fitted inhibition curve with a large enough effect, not every such curve was filed as active; inconclusive = small, poorly fitted or top-dose-only effect, or another doubt; inactive = no such curve, though single readings can be large or run the other way;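 also: plate controls were no enzyme wells and a reference inhibitor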
Target sequence (P00352 whole entry, looked up): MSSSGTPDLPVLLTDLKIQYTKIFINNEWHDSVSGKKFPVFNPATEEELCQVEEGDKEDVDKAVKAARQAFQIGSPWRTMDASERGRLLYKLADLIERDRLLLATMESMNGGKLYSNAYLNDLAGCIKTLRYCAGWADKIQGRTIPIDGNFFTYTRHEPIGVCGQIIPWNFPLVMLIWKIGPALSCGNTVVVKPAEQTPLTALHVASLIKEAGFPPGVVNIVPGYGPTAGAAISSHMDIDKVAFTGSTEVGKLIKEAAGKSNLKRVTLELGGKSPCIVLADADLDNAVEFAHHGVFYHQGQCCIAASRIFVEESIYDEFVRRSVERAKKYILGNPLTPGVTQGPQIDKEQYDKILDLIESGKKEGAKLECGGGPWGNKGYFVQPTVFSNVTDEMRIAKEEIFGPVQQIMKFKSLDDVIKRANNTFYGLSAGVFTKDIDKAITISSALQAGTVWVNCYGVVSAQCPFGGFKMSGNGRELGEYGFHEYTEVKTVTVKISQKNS
TRb SRC2 PPI: qHTS for Inhibitors of the Interaction of Thyroid Hormone Receptor and Steroid Receptor Coregulator 2. TRbeta-SRC2 peptide binding, fluorescence polarization; receptor liganded with 1 µM T3. 280,000 tested, 0.065% active. AID 1469, 2008. Thyroid hormone receptor beta (Homo sapiens), P10828. Potency, µM (doses to about 106 µM), without a hit: top-dose activity change, negative = inhibition, most hits filed as inhibitors;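 also: plate controls were bound peptide for no effect and peptide without receptor for full effect; nearly all actives have a fitted effect of over 50% in size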
Target sequence (P10828 whole entry, looked up): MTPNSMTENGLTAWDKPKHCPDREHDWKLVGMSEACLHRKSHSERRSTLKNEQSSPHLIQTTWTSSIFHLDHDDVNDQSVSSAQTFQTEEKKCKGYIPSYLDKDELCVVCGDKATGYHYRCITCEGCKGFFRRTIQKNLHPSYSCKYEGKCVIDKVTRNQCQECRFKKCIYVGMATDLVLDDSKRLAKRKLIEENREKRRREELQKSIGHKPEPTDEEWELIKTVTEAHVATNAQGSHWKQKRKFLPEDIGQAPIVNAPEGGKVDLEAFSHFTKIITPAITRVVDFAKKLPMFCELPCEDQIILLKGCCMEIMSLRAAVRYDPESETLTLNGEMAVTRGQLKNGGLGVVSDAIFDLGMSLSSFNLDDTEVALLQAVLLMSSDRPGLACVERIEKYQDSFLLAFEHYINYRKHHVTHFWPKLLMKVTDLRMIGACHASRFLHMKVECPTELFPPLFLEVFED
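Each compound concentration gave % activity, normalized to unbound and bound Texas Red SRC2 controls, from polarization read after 5 hr ambient incubation with T3-loaded human TRb LBD.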
SMN2 splice enh: qHTS Assay for Enhancers of SMN2 Splice Variant Expression | HEK293 SMN2-luciferase splicing reporter, luminescence, 30-36 h | Potency, µM (highest dose often 46.1 µM), for inactives: top-dose activity change, positive = activation, actives largely listed as activators | 210,000 tested, 2.8% active | AID 1458, 2008; also: % of control where 0% means no effect; nearly all actives have a fitted effect of over 55% in size
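qHTS luciferase splicing reporter: luminescence rises when SMN2 exon 7 is included in transfected HEK293 cells. Compound exposure lasted 30-36 h at 37C, with 4.5 mM final sodium butyrate as control, followed by a ONE-Glo read.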
LMNA splice mod: qHTS Assay for Modulators of Lamin A Splicing; HeLa LMNA splicing GFP/RFP minigene ratio, 48 h; Potency, µM (top dose mostly 46.1 µM), inactives show at the top dose ratio change, negative = inhibition, most hits filed as inhibitors; 200,000 tested, 0.01% active; active = well fitted inhibition curve with a large enough effect in the signal ratio, with a control signal flat, not every such curve was filed as active; inconclusive = small, poorly fitted or top-dose-only effect, or effect the other way, or a change in a side signal; the % refers to the signal ratio; also: % is scaled to controls: 0 for no effect and ±100 for the full control effect
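S3 HeLa cells stably expressing lamin A-EGFP splicing minigene plus DsRed2, 600 cells/well, 48 h compound exposure at 37C. Laser-scanning cytometry; analysed as GFP (500-530 nm)/RFP (575-640 nm) total intensity ratio; 0.5% DMSO vehicle.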
The depositor's hits bear a star; i = inactive; u = inconclusive; x = not tested or not shown; [ ] = remark or other dose. Unless noted, calls follow the shape of the dose curve; as a rule, active = well fitted curve in the direction sought with a large enough effect; inconclusive = small, poorly fitted or top-dose-only effect, or another doubt; inactive = no such curve, though single readings can be large; an effect the other way counts as inactive or inconclusive. Potency is read from the fitted curve at half-maximal effect. These rows are one share of the data; the hit share may differ from the screen's.

canonical_smiles	RGS12 GoLoco inh	TR SRC2 fluor cs	JMJD2E inh	RECQ1 inh	ALDH1A1 block	TRb SRC2 PPI	SMN2 splice enh	LMNA splice mod
Nc1ccc(OCc2ccco2)cc1	2%	-1%	5%	-2%	-6%	-9%	18%	u
COc1cc(-c2nc3n(n2)C(c2cccc(OC)c2OC)C2=C(CCCC2=O)N3)cc(OC)c1OC (configuration not stated)	11%	0%	-5%	2%	2%	-4%	14%	4%
CCN(CC)c1ccc2c(c1)OC(N)=C(C#N)C2c1cccnc1 (configuration not stated)	118%[activator]	1%	-3%	-14%	1%	4%	-51%[inhibitor]	13%
CCOc1ccc(Cc2c(Cl)nc(SC)nc2N(C)C)cc1	-3%	-4%	-2%	-8%	6%	-1%	-49%[inhibitor]	u
CC(CCCC(C)(C)O)NCCO (configuration not stated)	0%	-2%	6%	-6%	7%	-1%	1%	3%
Cc1ccccc1NC(=O)CC1(c2ccc(N(C)C)cc2)C(=O)c2ccccc2C1=O	-15%	2%	-2%	9%	13µM*	-18%	8%	9%
O=C(NC(=S)NNC(=O)c1cnccn1)c1ccc(Cl)cc1	6%	-1%	u	-6%	x	5%	x	x
Cc1nnc(NC(=O)c2nn(CC(C)C)c(=O)c3ccccc23)s1	10%	-3%	0%	i	3%	6%	5%	x
O=C(CCN1C(=O)C2C3C=CC(C4CC34)C2C1=O)Oc1ccc(Br)cc1 (configuration not stated)	-7%	-1%	10%	i	3%	-7%	14%	x
CNS(=O)(=O)c1ccc(N2CCCC2=O)c([N+](=O)[O-])c1	1%	-2%	10%	-14%	8%	0%	-19%	-4%
CCS(=O)(=O)N1CCC(NC(=O)c2cc(OC)cc(OC)c2)CC1	2%	-2%	10%	-3%	34%[activator]	-2%	-5%	9%
COC(=O)C1CCN(c2ccc(C(N)=O)cc2[N+](=O)[O-])CC1	x	1%	-2%	-4%	2%	-3%	x	-6%
O=C(N/N=C/c1cccc(O)c1)c1ccc(COc2cccc3cccnc23)cc1	2%	-2%	-1%	-13%	3%	3%	12%	14%[46 µM]
CCn1cnc2c1c(=O)n(CC(=O)Nc1ccc(C(N)=O)cc1)c(=O)n2Cc1ccccc1	24%	3%	u	-4%	x	2%	x	x
CC(=O)Nc1ccccc1C(=O)C(=O)Nc1ccc(C(=O)NCC2CCCO2)cc1 (configuration not stated)	-1%	-3%	-5%	-1%	-3%	-1%	6%	u
COCC1CCN(Cc2cn[nH]c2-c2cc3ccccc3o2)C1 (configuration not stated)	8%	0%	-16%	i	3%	1%	-9%	19%[46 µM]
CCOC(=O)N1CCC(NC(=O)c2ccc(CS(=O)(=O)c3ccc(OC)cc3)o2)CC1	6%	-4%	0%	-4%	u	-1%	-5%	1%
CCc1[nH]c(=O)c(C#N)c2c1CSC(C)(C)C2	-28%	-3%	u	-11%	u	-2%	17%	0%
CCC(=O)Nc1cc(C(=O)O)ccc1Sc1ccccc1	-7%	-1%	-8%	0%	10%	2%	-16%	-3%[9.22 µM]
S=c1[nH]nc(-c2cccnc2)n1/N=C/c1cccs1	7%	-2%	-7%	-5%	u	0%	-8%	5%
CC1=C(C(=O)OC(C)C)C(c2cccc([N+](=O)[O-])c2)n2c(cc(=O)[nH]c2=S)N1 (configuration not stated)	-19%	-4%	-8%	4%	8%	-8%	-11%	u
CCOc1cc(/C=C(/C#N)c2ccc(F)cc2)ccc1OCc1ccc(C(=O)O)o1	11%	-5%	u	-3%	-13%	-1%	10%	-1%
COc1ccc(N2C(=O)CCC(C(=O)O)C2c2ccc(OC)c(OC)c2)cc1 (configuration not stated)	13%	0%	0%	-2%	3%	4%	-1%	13%
COc1ccccc1OCC(=O)N1CCNC1=O	0%	-2%	-1%	-9%	6%	0%	-4%	-9%
O=C(NCCSC1CCCCC1)c1ccccc1	13%	0%	2%	-13%	u	2%	u	x
CCN(CC)CCNC(=S)Nc1ccc2nc3n(c(=O)c2c1)CCCCC3	-5%	-5%	-8%	-3%	-13%	8%	-9%	u
CC1CN(CN2C(=O)c3ccccc3C2=O)CC(C)O1 (configuration not stated)	-5%	1%	-1%	9%	-13%	5%	20%	-9%
CCCN(CCC)S(=O)(=O)c1ccc(N2CCCC2=O)c([N+](=O)[O-])c1	-3%	2%	6%	-6%	-4%	4%	-6%	-5%
Cc1cc(C)cc(NC(=O)C2(c3ccccc3)CC2(Cl)Cl)c1 (configuration not stated)	-9%	-6%	-2%	-9%	5%	6%	0%	22%
CCCn1c(SCC(=O)/C(C#N)=C(\C)N)n[nH]c1=O	10%	-2%	0%	-1%	-5%	-6%	-11%	2%
O=C(CS(=O)(=O)c1ccccc1)NCc1ccco1	14%	0%	1%	i	-4%	-4%	-11%	1%[46 µM]
CSCCC(NC(=O)c1cncc(Br)c1)C(=O)O (configuration not stated)	-20%	-3%	-3%	1%	u	-4%	6%	u
CCOC(=O)C1CCCN(C(=O)c2cc(-c3ccccc3)on2)C1 (configuration not stated)	5%	-1%	-3%	0%	-8%	-4%	22µM*	-5%
CN(CCC#N)C(=O)COC(=O)c1ccccc1C(=O)c1ccc(Cl)c([N+](=O)[O-])c1	-2%	-3%	1%	0%	-11%	-4%	u	u
O=c1nc2ccccc2c2n1CC(CN1CCN(c3ccccc3)CC1)N2 (configuration not stated)	7%	0%	x	-6%	3%	3%	-5%	x
O=C(COC(=O)C1CCCCC1)Nc1ccc([N+](=O)[O-])cc1	-2%	1%	-2%	-15%	u	2%	8%	13%[46 µM]
O=C(NC1CC(=O)c2sccc21)c1ccc(Cl)cc1Cl (configuration not stated)	-2%	-2%	9%	21%	-2%	0%	5µM*	8%[46 µM]
Cc1ccccc1NS(=O)(=O)c1cc(OCC(N)=O)c(C)cc1Cl	5%	-7%	5%	-7%	4%	2%	x	x
CCO[C@@H]1OC(C(=O)NCc2ccccc2)=C[C@H](c2ccccc2)[C@H]1CCCO	-9%	-1%	2%	i	u	-5%	x	x
CCCCCCCCCCCCC/C=C\[C@@H](O)[C@H](CO)NC(C)=O	7%	1%	4%	-3%	-1%	-1%	x	x
COCCCn1c2nc3ccccc3nc2c2c(=O)n(Cc3ccccc3Cl)cnc21	x	2%	u	-8%	u	-8%	x	0%
O=C(Cn1c(=O)oc2ccccc21)N1CCCCC1	2%	4%	-6%	-8%	0%	11%	-10%	18%
COC(=O)c1ccc([C@H]2C=C(C(=O)O)O[C@@H](OCc3ccc(CO)cc3)C2)cc1	-5%	-2%	u	-12%	x	-6%	x	x
COc1cc(C(=O)Nc2ccc3c(c2)N(C(=O)CCN(C)C)c2ccccc2CC3)cc(OC)c1OC	-4%	4%	-1%	16%	1%	-2%	x	u
O=C(NCCc1ccccc1)C1CCCN(C(=O)NC2CCCCC2)C1 (configuration not stated)	-12%	-2%	-5%	-2%	6%	2%	3%	-1%
O=C(Cn1c(=O)oc2ccccc21)N1CCN(c2ccccc2)CC1	18%	1%	3%	-12%	7%	-6%	3%	-19%
CC(CC(=O)O)C(=O)c1ccc(Cl)c([N+](=O)[O-])c1 (configuration not stated)	9%	-5%	3%	i	9%	4%	6%	-6%[46 µM]
CC(=O)Nc1ccc(S(=O)(=O)NNC(=O)COc2ccc(C(C)(C)C)cc2)cc1	6%	0%	-7%	15%	10%	3%	-29%	-10%
O=C(Nc1nc(-c2ccc3c(c2)OCO3)cs1)C1COc2ccccc2O1 (configuration not stated)	4%	-2%	3%	u	3%	-7%	6%	u
O=C(COC(=O)c1cnccn1)c1ccccc1	-15%	1%	15%	i	10%	10%	-16%	10%
COc1ccc(S(=O)(=O)N[C@@H](CC(C)C)C(=O)O)cc1	2%	-1%	8%	-3%	-2%	-2%	16%	-10%
COc1cc(C(=O)NCc2ccc3c(c2)cc(C)n3C)cc(OC)c1OC	-5%	4%	0%	-15%	3%	-7%	-29%	0%[9.22 µM]
O=C(COC(=O)c1ccccc1)NCc1ccco1	-1%	-2%	3%	u	1%	-10%	10%	-4%
Cc1onc(-c2ccccc2Cl)c1C(=O)N1CC(C)OC(C)C1 (configuration not stated)	-20%	-10%	-2%	-1%	u	-2%	6%	3%
COc1cccc(Nc2ncc3nc(C)c(=O)n(CCc4ccccc4)c3n2)c1	6%	x	x	-4%	u	x	x	u
COC(=O)COC(=O)c1ccc(Oc2nc(OC)nc(N(C)C)n2)cc1	-3%	0%	-5%	-4%	-10%	-9%	2%	3%
